Bioassay records from PubChem.
KCNK3 block = human KCNK3 channel inhibitors, primary screen, CHO cells, FluxOR thallium flux, B-score; 0.84% of 340,000 active; AID 602410, 2012; FluxOR fluorescence; stronger effect = lower value; Potassium channel subfamily K member 3 (Homo sapiens), O14649; B-score at 10 µM;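 active = B-score under library mean minus 4 SD, starting fluorescence ratio at most library mean plus 5 SD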;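 note: more negative B-score means stronger inhibition of thallium flux through KCNK3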
Target sequence (O14649 whole entry, looked up): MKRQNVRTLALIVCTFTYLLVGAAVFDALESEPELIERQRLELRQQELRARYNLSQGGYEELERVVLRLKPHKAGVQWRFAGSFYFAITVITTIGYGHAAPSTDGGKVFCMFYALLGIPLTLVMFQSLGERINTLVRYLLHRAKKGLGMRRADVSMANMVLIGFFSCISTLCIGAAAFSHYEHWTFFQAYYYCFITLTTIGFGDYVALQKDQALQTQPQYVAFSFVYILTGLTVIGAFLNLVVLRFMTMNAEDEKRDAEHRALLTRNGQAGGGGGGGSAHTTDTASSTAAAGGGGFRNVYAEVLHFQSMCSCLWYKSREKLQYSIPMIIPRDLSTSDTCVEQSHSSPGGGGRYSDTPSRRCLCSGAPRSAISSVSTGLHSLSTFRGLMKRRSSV
RGS4 act = RGS4 potentiators or activators, primary screen, cell-based, HEK293 M3R inducible RGS4, calcium flux; carbachol calcium flux Fluo4; stronger effect = lower value; B-score at 10 µM; 0.92% of 310,000 active; AID 463111, 2010;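 active = B-score of the integrated calcium signal more than 4 SD below the library mean, with starting fluorescence not abnormally high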;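 note: negative B-score means reduced calcium response which marks RGS4 activation or potentiation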
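Detection: kinetic calcium fluorescence imaging with Fluo4-AM dye, 2 µM / Material: HEK293 cells with stable M3R and inducible RGS4 / Schedule: recording 10 s baseline at 1 Hz, 100 s post-agonist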
TMEM16A inh = TMEM16A chloride channel inhibitors, primary screen, cell-based, HTS | 1.2% of 310,000 active | Anoctamin-1 (Mus musculus), Q8BHY3 | HEK293 TMEM16A/YFP iodide influx fluorescence, ionomycin | AID 588511, 2011 | normalized B-score (activity score, 25-100; higher = stronger inhibition) at 10 µM;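 active = ratio plate-corrected score three or more library SD toward inhibition, starting fluorescence score within five deviations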;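 note: score derived from kinetic fluorescence span divided by baseline fluorescence per well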
SKKanGAS inh = S. pyogenes SKKanGAS growth inhibitors in kanamycin, primary screen, streptokinase expression inhibitor project, SKKanGAS strain, BacTiter-Glo luminescence. 6 h. inhibition, % at 7.5 µM. 1.3% of 300,000 active;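 active = mean replicate score, as percent of positive control median, at least 50; inconclusive = mean below 50 but one replicate at or above 50; inactive = mean and every replicate below 50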;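 note: strain carries kanamycin resistance gene driven by streptokinase promoter and grows in 40 µg/ml kanamycin; loss of luminescence reflects streptokinase promoter inhibition or plain growth inhibition; 0% = median of DMSO wells and 100% = positive control at its reference dose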
RGS4 block = RGS4 inhibitors, primary screen, cell-based, HEK293 M3R inducible RGS4, calcium flux; Fluo-4 calcium flux; stronger effect = higher value; triggered by carbachol at its EC20; B-score at 10 µM; AID 463165, 2010; 0.45% of 310,000 active;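 active = B-score, a plate-corrected calcium signal, over three deviations above library mean, with baseline fluorescence within five deviations of library mean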;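 note: RGS4 expression induced by doxycycline in cells with stable M3 receptor; B-score is computed from the integrated fluorescence ratio over baseline after carbachol; higher B-score means a larger calcium signal and so more RGS4 inhibition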
Target sequence (P49798 whole entry, looked up): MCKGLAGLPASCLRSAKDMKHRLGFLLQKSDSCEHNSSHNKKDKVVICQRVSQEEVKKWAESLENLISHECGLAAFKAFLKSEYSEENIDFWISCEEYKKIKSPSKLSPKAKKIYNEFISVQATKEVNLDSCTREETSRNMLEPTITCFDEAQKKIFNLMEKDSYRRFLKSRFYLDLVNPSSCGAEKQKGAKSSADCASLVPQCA
hERG protect = hERG rescue from dofetilide block, primary screen, cell-based, CHO-hERG, FluxOR thallium flux, dofetilide IC70; activation (rescue from dofetilide block), less the hit threshold, % at 10 µM; Voltage-gated inwardly rectifying potassium channel KCNH2 (Homo sapiens), Q12809; 0.51% of 310,000 active; dofetilide IC70 present;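 active = activation above the mean of controls blocked by dofetilide plus 5 SD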;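 note: thallium influx through hERG after potassium depolarization seen as dye fluorescence rise; in these data hits start at about 4.7%; inactives centre near -7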
KCNQ1 pot = potentiators or activators of KCNQ1 channel, primary screen, cell-based, thallium flux, high-throughput. Potassium voltage-gated channel subfamily KQT member 1 (Homo sapiens), P51787. CHO-K1 KCNQ1, thallium flux FluxOR fluorescence; stronger effect = higher value. B-score at 10 µM. 0.35% of 310,000 active;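 active = fluorescence ratio B-score, a plate-corrected score, at least three library SD, with initial intensity B-score within 5 SD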
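Assay system: CHO-K1 cells stably expressing KCNQ1; Medium: assay buffer with matched DMSO; Also added: K+/Tl+ depolarizing stimulus; Dosing: single dose; Timing: dye 90 min, compound 20 min, room temperature; Measured by: kinetic FluxOR thallium fluorescence, 10-s 1-Hz baseline, 110-s post-stimulus read; Read-out: peak-minus-minimum fluorescence over initial fluorescence, negative-control normalized, B-scored.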
ANO1 activ = TMEM16A chloride channel activators or potentiators, primary screen, cell-based, HTS | Anoctamin-1 (Mus musculus), Q8BHY3 | HEK293 TMEM16A/YFP-H148Q/I152L, iodide quench fluorescence; stronger effect = lower value | B-score at 10 µM | 0.3% of 340,000 active;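 active = fluorescence-ratio B-score plate-corrected deviation score at least 3 library SD below zero, with starting fluorescence score within 5 deviations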;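 note: channel opened by trigger with iodide after compound preincubation; score built on the fluorescence ratio of max minus min over baseline; more negative score means more quench and so TMEM16A activation or potentiation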
KCNK9 inh = KCNK9 potassium channel inhibitors, primary screen, HEK293 cells, thallium flux | AID 488922, 2010 | FluxOR thallium flux fluorescence; stronger effect = lower value | 1.2% of 310,000 active | B-score at 10 µM;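 active = ratio B-score over 3 SD below the library mean, with starting fluorescence within 5 SD of its mean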;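 note: negative B-score means less thallium flux so channel inhibition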
KCNQ1 block = inhibitors of human KCNQ1 channel, primary screen, cell-based, thallium flux, high-throughput | Potassium voltage-gated channel subfamily KQT member 1 (Homo sapiens), P51787 | 1.3% of 310,000 active | B-score at 10 µM | CHO-K1 KCNQ1, FluxOR thallium flux fluorescence; stronger effect = higher value;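 active = compounds whose thallium flux B-score, printed positive for inhibition, exceeds three library SD while starting fluorescence stays within three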;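 note: channel opened by potassium depolarization with thallium stimulus after 20 min compound exposure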
HDAC3 inh = HDAC3 deacetylase inhibitors, primary screen, biochemical, fluorescence, cell-free homogeneous; inhibition, % at 8.3 µM; Histone deacetylase 3 (Homo sapiens), O15379; recombinant HDAC3, fluorogenic peptide/trypsin coupled; AID 2718, 2010; 0.15% of 320,000 active; in the data active = inhibition above about 26%, passing the limit was not always enough; inconclusive = no clear call, values can overlap the other calls
Target sequence (O15379 whole entry, looked up): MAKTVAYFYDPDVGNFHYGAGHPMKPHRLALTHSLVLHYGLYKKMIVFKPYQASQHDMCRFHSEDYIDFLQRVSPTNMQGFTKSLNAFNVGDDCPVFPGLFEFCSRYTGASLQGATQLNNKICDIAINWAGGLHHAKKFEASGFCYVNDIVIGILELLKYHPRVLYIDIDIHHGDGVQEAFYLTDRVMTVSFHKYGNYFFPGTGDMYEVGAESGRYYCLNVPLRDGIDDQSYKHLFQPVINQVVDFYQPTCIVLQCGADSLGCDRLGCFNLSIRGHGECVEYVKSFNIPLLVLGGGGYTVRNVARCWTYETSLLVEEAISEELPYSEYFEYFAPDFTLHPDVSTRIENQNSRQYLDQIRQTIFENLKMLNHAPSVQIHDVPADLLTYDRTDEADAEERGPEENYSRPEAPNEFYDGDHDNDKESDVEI
The depositor's hits bear a star; i = inactive; ? = inconclusive; . = no result given.

SMILES	KCNK3 block	RGS4 act	TMEM16A inh	SKKanGAS inh	RGS4 block	hERG protect	KCNQ1 pot	ANO1 activ	KCNK9 inh	KCNQ1 block	HDAC3 inh
c1ccc2nc(-c3nc4ccccc4[nH]3)ccc2c1	i	i	i	14	i	-3	i	i	i	i	-5
c1ccc(C2=Nn3c(nnc3-c3n[nH]c4c3CCC4)SC2)cc1	i	i	i	-3	i	-6	i	i	i	i	1
CC(C)CCCN1C(Nc2ccccc2)=NC[C@@H]1C	i	i	i	1	i	-1	i	i	i	i	5
[N-]=[N+]=NCCN1CCN(CCc2ccccc2)CCC1=O	i	i	i	-2	i	-7	i	i	i	i	2
COc1ccc(-c2cc(C(=O)Nc3cc(OC)cc(C(=O)Nc4cccc(C(F)(F)F)c4)c3)[nH]n2)cc1	i	i	i	23	i	-15	i	i	i	i	-3
N#CCOc1coc(CN2CCN(c3cccc(Cl)c3)CC2)cc1=O	i	i	i	-2	i	0	i	i	i	i	2
CCN1CCN(c2ccc(S(=O)(=O)N3CCCCC3)cc2NC(=O)COc2ccc(Cl)cc2)CC1	i	i	i	-13	i	-13	i	i	i	i	1
COc1cccc(CNCc2ccc(C(=O)O)cc2)c1OC	i	i	i	0	i	0	i	i	i	i	4
CCC(C)C(NC(N)=O)C(=O)Nc1ccc(C(=O)OC)cc1 (stereo not given)	i	i	i	-10	i	-24	i	i	i	i	-2
O=C(O)C(=O)/C(=C\c1ccccc1)c1ccc2ccccc2n1	i	i	i	-4	i	-11	i	i	i	i	-21
Cc1ccc(C(c2c(C)nn(-c3ccccc3)c2N)c2c(C)nn(-c3ccccc3)c2N)cc1	i	i	i	-5	i	-7	i	i	i	i	-3
COc1ccc(C(C)C)cc1S(=O)(=O)Nc1ccc(Cl)cn1	i	i	i	0	i	-3	i	i	i	i	1
COc1cccc(CNC(=O)CCNS(=O)(=O)c2ccc3c(c2)oc(=O)n3C)c1	i	i	i	-1	i	-9	i	i	i	i	-2
Cc1ccc(C(=O)N/C(=C/c2ccc(F)cc2)C(=O)NCc2ccncc2)cc1	i	i	i	2	i	-5	i	i	i	i	-12
CCOC(=O)C1(Cc2ccccc2)CCCN(C(=O)c2cnn(CC)c2)C1 (stereo not given)	i	i	i	-1	i	-6	i	i	i	i	-5

3 entries already listed, arranged by heavy-atom count, high to low.
SMILES	KCNK3 block	RGS4 act	TMEM16A inh	SKKanGAS inh	RGS4 block	hERG protect	KCNQ1 pot	ANO1 activ	KCNK9 inh	KCNQ1 block	HDAC3 inh
CCN1CCN(c2ccc(S(=O)(=O)N3CCCCC3)cc2NC(=O)COc2ccc(Cl)cc2)CC1	i	i	i	-13	i	-13	i	i	i	i	1
Cc1ccc(C(=O)N/C(=C/c2ccc(F)cc2)C(=O)NCc2ccncc2)cc1	i	i	i	2	i	-5	i	i	i	i	-12
N#CCOc1coc(CN2CCN(c3cccc(Cl)c3)CC2)cc1=O	i	i	i	-2	i	0	i	i	i	i	2

(further entries)
SMILES	KCNK3 block	RGS4 act	TMEM16A inh	SKKanGAS inh	RGS4 block	hERG protect	KCNQ1 pot	ANO1 activ	KCNK9 inh	KCNQ1 block	HDAC3 inh
COc1ccc(CCN2CCCC(CN(C)Cc3cc(OC)ccc3OC)C2)cc1 (stereo not given)	i	i	i	1	i	-8	i	i	i	i	0
CC(C)C12CN3CC(C(C)C)(CN(C1)C3c1ccccc1)C2O (stereo not given)	i	i	i	-1	i	-2	i	i	i	i	2
CCOC(=O)Cc1nnc(Nc2ccc(C)cc2C)c2ccccc12	i	i	i	4	i	-11	i	i	i	i	2
O=C(OCC(=O)N1CCCCC1)c1c[nH]c(=O)[nH]c1=O	i	i	i	-1	i	-6	i	.	i	i	4
Cc1cc(C(=O)CN2C(=O)C(=O)N(CC(C)C)C2=O)c(C)n1-c1ccccc1F	i	i	i	-1	i	-15	i	i	i	i	5
CCOC(=O)c1ccc(NC(=S)N(CCCN2CCCC2)Cc2cccs2)cc1	i	i	i	-3	i	-8	i	i	i	i	1
COc1ccc(Cl)cc1NC(=O)CCCN1C(=O)CCC1=O	i	i	i	3	i	-13	i	i	i	i	0
O=C(CCCC(=O)N(CC(=O)NC1CCCCC1)c1ccccc1F)Nc1ccccn1	i	i	i	-4	i	-8	i	i	i	i	-1
COc1ccc(S(=O)(=O)N2CCN(CC(=O)NC3CCCC3)CC2)cc1	i	i	i	-1	i	-7	i	i	i	i	6
Cc1cccc(OCCSCc2nc3ccccc3[nH]2)c1	i	i	i	-9	i	-14	i	i	i	i	9
COc1ccccc1NC(=O)Nc1cc(NC(=O)Nc2ccccc2OC)c(C)nc1C	i	i	i	2	i	-5	i	i	i	i	2
Cc1cc(OCC(=O)NCc2cccnc2)c2c(C)c(Cc3ccccc3)c(=O)oc2c1	i	i	i	25	i	-6	i	i	i	i	-18
O=C(COCc1nc2ccccc2c(=O)[nH]1)NCC1CCCCC1	i	i	i	-6	i	-4	i	i	i	i	-1
CCC(C)C(NC(=O)C1CCC(C)CC1)C(=O)Nc1cc(OC)ccc1OC (stereo not given)	i	i	25*	4	i	-12	i	i	i	i	2
CN(c1ccc(C(=O)Nc2ccc(S(=O)(=O)N3CCCC3)cc2)cc1)S(C)(=O)=O	i	i	i	5	i	-7	i	i	i	i	-10

3 compounds picked at random from those above:
SMILES	KCNK3 block	RGS4 act	TMEM16A inh	SKKanGAS inh	RGS4 block	hERG protect	KCNQ1 pot	ANO1 activ	KCNK9 inh	KCNQ1 block	HDAC3 inh
COc1ccc(CCN2CCCC(CN(C)Cc3cc(OC)ccc3OC)C2)cc1 (stereo not given)	i	i	i	1	i	-8	i	i	i	i	0
COc1ccc(Cl)cc1NC(=O)CCCN1C(=O)CCC1=O	i	i	i	3	i	-13	i	i	i	i	0
Cc1cc(OCC(=O)NCc2cccnc2)c2c(C)c(Cc3ccccc3)c(=O)oc2c1	i	i	i	25	i	-6	i	i	i	i	-18

Further compounds.
SMILES	KCNK3 block	RGS4 act	TMEM16A inh	SKKanGAS inh	RGS4 block	hERG protect	KCNQ1 pot	ANO1 activ	KCNK9 inh	KCNQ1 block	HDAC3 inh
Cc1c(C(N)=O)c(N)c(C(=O)c2ccccc2)n1-c1ccccc1	i	i	i	0	i	-9	i	i	i	i	4
CC1(c2cccs2)CC(c2cccs2)=C(C#N)C(=O)N1 (stereo not given)	i	i	i	-18	i	-8	i	i	i	i	1
Cn1c(CN2CCCC(C(=O)c3ccc4c(c3)OCO4)C2)nc2ccccc21 (stereo not given)	i	i	i	-6	i	-9	i	i	i	i	2
C/C(=N\NC(=O)CSc1nnc(C)s1)c1ccc(O)cc1	i	i	i	8	i	-4	i	i	i	i	3
CCOCCCNC(=O)C1(O)c2ccccc2NC(=O)N1c1ccc(Cl)cc1 (stereo not given)	i	i	i	-2	i	-11	i	i	i	i	0
CC1Cc2ccccc2N1C(=O)COC(=O)c1ccccc1NCCO (stereo not given)	i	i	i	-10	i	-10	i	i	i	i	-22
CCCCNC(=S)N(C)/N=C/c1ccccc1F	i	i	i	0	i	-7	i	i	i	i	6
COc1ccc(/C=C(/NC(=O)c2ccccc2)C(=O)NCc2ccncc2)cc1	i	i	i	-5	i	-5	i	i	i	i	-1
CCC(Oc1ccccc1)C(=O)NC1CCSC1=O (stereo not given)	i	i	i	9	i	-9	i	i	i	i	1
Cc1ccc(-c2nnc(SCCC(=O)N3CCOCC3)o2)cc1	i	i	i	-4	i	-10	i	-39*	i	i	0
COc1cccc(NC(=O)CCS(=O)(=O)c2ccc(Br)cc2)c1	i	i	i	-5	i	-5	i	i	i	i	-3
CCN(CC)S(=O)(=O)c1ccc(NC2c3ncccc3C(=O)N2Cc2ccccc2)cc1 (stereo not given)	i	i	i	1	i	-10	i	i	i	i	-1
CCOc1cc(/C=N/NC(=O)COc2ccc(C)cc2)ccc1OC(=O)c1cccs1	i	i	i	21	i	-4	i	i	i	i	0
Cc1ccccc1Cn1nc(C)c(NC(=O)/C=C/c2cnn(C)c2C)c1C	i	i	i	-3	i	-7	i	i	i	i	?
O=C(/C=C/c1ccc(OC(F)F)cc1)OCC(=O)N1CCc2ccccc21	i	i	i	12	i	-17	i	i	i	i	3
O=C(CN1CCC(NC(=O)c2cccc(F)c2)CC1)NCc1ccccc1F	i	i	i	14	i	-14	i	i	i	i	0
COCCNc1nnc(SCC(=O)N(C)c2c(N)n(Cc3ccccc3)c(=O)[nH]c2=O)s1	i	i	i	0	i	-14	i	i	i	i	-5
COc1ccc(C2C(C(=O)Nc3ccccc3OC)=C(C)Nc3nnnn32)c(OC)c1 (stereo not given)	i	i	i	-1	i	-1	i	i	i	i	-6
OCCC1CN(Cc2cccn2-c2ncccn2)CCN1C1CCCC1 (stereo not given)	i	i	i	1	i	-14	i	i	i	i	-6
Cc1ccc(-c2noc(-c3ccccc3C(=O)N3CCOCC3)n2)cc1	i	i	i	-1	i	-17	i	i	i	i	-1
CCS(=O)(=O)c1ccc(C(=O)Nc2ccccc2)c(Cl)c1Cl	i	i	i	2	i	-7	i	i	i	i	1
O=C1CC(c2ccccc2)Sc2ccccc2N1 (stereo not given)	i	i	i	-1	i	-10	i	i	i	i	2
Cc1cccc(NC(=O)c2cccc(S(=O)(=O)NCc3ccccc3)c2)n1	i	i	i	-16	i	-4	i	i	i	i	-1
COc1ccc(C(=O)C/C(=C\C(=O)c2ccc(C)cc2)c2ccccc2)cc1	i	-7.1*	i	0	i	-13	i	i	i	6*	15
O=C(COc1ccc(F)cc1)Nc1ccccc1N1CCOCC1	i	i	i	-17	i	-17	i	i	i	i	-4
